Screens from PubChem.
HIF-2a block = HIF-2a reporter inhibitors, primary screen, luminescence, 786-0 RCC cells; 786-0 RCC cells HIF-2a reporter, luciferase luminescence, overnight; inhibition, % at 18.8 µM; 360,000 compounds, 0.72% hits; AID 624352, 2012;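 active = inhibition of the luminescence signal of 40% or more relative to plate controls, in a single-dose primary screen at 18.75 µM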
LMP1 NFkB inh = EBV LMP1-driven NF-kappaB luciferase reporter inhibitors, primary screen, cell-based, luminescence, single point. LMP1-induced NF-kappaB luciferase reporter cells. inhibition, % at 12.5 µM. 350,000 compounds, 0.69% hits. AID 504558, 2011; in the data active = inhibition above about 41%;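 note: 0% = neutral control wells and 100% = reference inhibitor control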
Peg3 prom inh = Peg3 promoter-driven luciferase inhibitors, primary screen, cell-based, HeLa, luciferase luminescence | HeLa PEG-Prom luciferase reporter, overnight | inhibition, % at 20 µM | 360,000 compounds, 1.7% hits;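 active = inhibition of at least 50% at 20 µM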
iPSC survival up = enhancers of single-cell hiPSC survival, primary screen, ATPlite luminescence; 100% = ROCK inhibitor wells, 0% = DMSO; survival enhancement, % at 20 µM; 360,000 compounds, 0.044% hits; AID 602274, 2012; in the data active = survival enhancement above about 18%;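 note: cells exposed to compounds for 16 hours before the ATP read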
NR2E3 ag-1 = inhibitors of NR2E3-RetCOR corepressor binding, primary screen, NR2E3 agonist project, biochemical, TR-FRET, GST-NR2E3, biotin-RetCOR; Photoreceptor-specific nuclear receptor (Homo sapiens), Q9Y5X4; 1536-well; inhibition of corepressor binding, % at 4.78 µM; 320,000 compounds, 0.12% hits; AID 2300, 2010;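 active = percent inhibition above the cutoff of mean plus 3 SD of all tested compounds, set per screening campaign, cut at about 20% in these data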;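 note: 0% = DMSO wells and 100% = biotin wells as full block of FRET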
Target sequence (Q9Y5X4 whole entry, looked up): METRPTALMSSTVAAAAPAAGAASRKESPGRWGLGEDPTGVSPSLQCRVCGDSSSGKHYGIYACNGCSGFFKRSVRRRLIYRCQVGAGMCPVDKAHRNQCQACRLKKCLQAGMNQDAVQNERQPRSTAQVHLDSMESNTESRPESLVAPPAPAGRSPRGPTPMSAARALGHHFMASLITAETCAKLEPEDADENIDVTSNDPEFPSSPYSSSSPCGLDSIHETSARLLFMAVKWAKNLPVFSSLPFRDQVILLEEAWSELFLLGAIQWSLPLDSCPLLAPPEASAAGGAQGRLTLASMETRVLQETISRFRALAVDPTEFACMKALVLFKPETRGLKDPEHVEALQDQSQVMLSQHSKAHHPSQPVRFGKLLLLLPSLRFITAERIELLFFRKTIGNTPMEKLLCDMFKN
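Material: NR2E3–RetCOR corepressor complex / Amount: 1.35 nM GST-NR2E3 / Medium: Tris pH 7.5 / Compound: single nominal compound dose of 4.8 µM / Incubation: 5 h at 4 °C / Technique: TR-FRET, Eu(K)-anti-GST donor, streptavidin-D2 acceptor, ex 340, em 617/671 nm / Read-out basis: percent loss of FRET ratio relative to control wells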
NR2E3 ag-2 = NR2E3 agonists in two-hybrid cells, primary screen, cell-based, luminescence, CHO-S, Gal4-NCOR/VP16-NR2E3. luciferase. inhibition of corepressor binding, % at 3.98 µM. 360,000 compounds, 0.35% hits. AID 602229, 2012;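 active = inhibition above the mean of all tested compounds plus 3 SD, cut at about 70% in these data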;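 note: 0% = DMSO with NR2E3 transfected cells and 100% = cells lacking NR2E3 construct; higher means lower luciferase signal from less NR2E3 corepressor binding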
TRPM1 prom inh = inhibitors of MITF-dependent TRPM1 promoter reporter, primary screen, cell-based, SK-MEL-5, single point, luciferase; AID 488899, 2010; SK-MEL-5 TRPM1 promoter luciferase, 24 h; 330,000 compounds, 0.83% hits; inhibition, % at 12.5 µM;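 active = mean inhibition across replicates of 60% or more, whatever share of single replicates reaches that level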; note: values of inactives mirror those of a sister screen read the other way
C8 TRAIL sens = viability loss with TRAIL in NB7+C8 cells, primary screen, TRAIL sensitizer project, cell-based, ATPlite luminescence. 360,000 compounds, 1% hits. inhibition (viability loss, TRAIL sensitization), % at 10 µM;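 active = compounds causing at least 50% loss of cell viability in the single-dose screen, relative to plate controls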
KKLEB tox = cytotoxicity in KKLEB CF airway cells, primary screen, cytotoxicity control for CF NF-kB inhibitor project, cell-based, uHTS, fluorescence assay plates; KKLEB CF airway cells viability, ATPlite luminescence, overnight; active compounds read low; cells stimulated with P. aeruginosa culture filtrate; activity change (cytotoxicity), % at 5 µM; 360,000 compounds, 0.36% hits; AID 602141, 2011;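 active = corrected activity change at or below -50% at 5 µM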
Shn3 3UTR inh = reduction of Shn3 3'UTR firefly luciferase signal, primary screen, Schnurri-3 inhibitor project, cell-based, Clone20 osteoblasts, set 2; Clone20 osteoblast Shn3 3'UTR firefly luciferase, 24 h; inhibition, % at 12.5 µM; 360,000 compounds, 0.52% hits;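 active = mean inhibition of at least 75% with every replicate also reaching 75%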;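 note: 0% = median of neutral control wells and 100% = pilot-screen positive control compound; some compounds past the cut are filed as inactive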
CF NFkB inh = inhibitors of PAF-induced NF-kB signaling, primary screen, cell-based, GFP fluorescence, uHTS. KKLEB NF-kB-GFP reporter, GFP fluorescence overnight. inhibition, % at 5 µM. 360,000 compounds, 0.86% hits. AID 588850, 2011;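 active = at least 50% inhibition at 5 µM, scaled per plate between neutral and stimulator controls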;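 note: PAF is a Pseudomonas aeruginosa culture filtrate used as stimulus; plate controls were PAF-stimulated DMSO wells for no effect and unstimulated DMSO wells for full effect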
* = called active by the depositor; / = not tested or not shown. An excerpt; the hit share may differ from the screen's.

SMILES	HIF-2a block	LMP1 NFkB inh	Peg3 prom inh	iPSC survival up	NR2E3 ag-1	NR2E3 ag-2	TRPM1 prom inh	C8 TRAIL sens	KKLEB tox	Shn3 3UTR inh	CF NFkB inh
Cc1cc(C)cc(OCc2nnc(N)s2)c1	4	-11	-4	-0.2	-2	8	-1	-4	0	-8	1
O=S1(=O)CCN(C2CCCC2)CC1	-8	1	1	-2.1	/	-12	/	7	-3	-2	7
CC(NC(=O)CN(C)S(=O)(=O)c1cccc2nsnc12)c1ccccc1 (configuration not stated)	15	1	-6	-0.5	-4	-5	-13	7	-7	-14	5
Cc1ccc(C(=O)NCCCn2ccnc2)cn1	12	0	-20	-2.3	1	-18	-4	-10	9	-5	-6
COc1ccc(S(=O)(=O)N2CCN(CC(=O)Nc3ccc(F)c(F)c3)CC2)cc1	17	-10	-1	-2.1	-2	9	-10	-1	-5	-14	7
C1CN(c2nc3nonc3n3nnnc23)CCO1	14	-1	-4	5.2	3	15	-2	-14	0	11	-12
CCCCCSc1nc(C)c(CC(=O)O)c(=O)[nH]1	18	-2	8	-0.4	0	-9	-16	-3	-5	-7	6
Cc1ccccc1NC(=S)NNC(=O)c1csc2c1CCC(C)C2 (configuration not stated)	-7	-14	1	1.2	1	12	1	17	1	-15	14
COCC1CCN(Cc2nc(-c3cccs3)no2)C1 (configuration not stated)	-136	-2	-131	1.0	3	-56	-13	5	1	-65	-7
COc1ccc(CCn2c(=O)[nH]c3cc(C(=O)N4CCN(c5ccccn5)CC4)ccc3c2=O)cc1OC	25	6	14	0.3	-2	-3	-10	1	-4	12	6
CCc1ccc(N2C(=O)C3NN=C(C(=O)OCc4ccccc4)C3C2=O)cc1 (configuration not stated)	9	0	7	0.6	1	-21	-11	1	-6	-6	0
Cn1c(=O)c2c(nc(Cl)n2CCOc2ccccc2)n(C)c1=O	22	7	6	2.7	-1	-4	8	11	-10	41	-10
CCNC(=O)C1(C)CCCN(C(=O)/C=C/c2ccccc2)C1 (configuration not stated)	-10	/	2	-2.4	/	25	/	-11	1	4	-8
Fc1ccc(/C=N/c2c(-c3ccc(F)cc3)nc3n2CCS3)cc1	-25	19	4	-0.8	1	-26	-6	2	-7	-5	2
FC(F)(F)c1ccc(-c2nc(=S)[nH][nH]2)cc1	-27	0	-15	-0.1	-1	-35	-15	8	4	6	-9

As entered above:
C8 TRAIL sens, CCCCCSc1nc(C)c(CC(=O)O)c(=O)[nH]1 reads -3
Shn3 3UTR inh, CC(NC(=O)CN(C)S(=O)(=O)c1cccc2nsnc12)c1ccccc1 (configuration not stated) reads -14
iPSC survival up, Cc1ccc(C(=O)NCCCn2ccnc2)cn1 reads -2.3

Remaining list, next part:
SMILES	HIF-2a block	LMP1 NFkB inh	Peg3 prom inh	iPSC survival up	NR2E3 ag-1	NR2E3 ag-2	TRPM1 prom inh	C8 TRAIL sens	KKLEB tox	Shn3 3UTR inh	CF NFkB inh
COc1cc(Cl)c(C)cc1NC(=O)COc1ccccc1[N+](=O)[O-]	-124	-9	-16	0.6	-5	-37	-15	-8	-6	-14	-16
CCOC(=O)CSc1nnc(NC(=O)NC(C)C)s1	30	-8	19	0.9	-1	-18	-9	-4	16	2	-14
Cc1ccc(C)c(/C(O)=C2\C(=O)C(=O)N(CCCn3ccnc3)C2c2cccnc2)c1 (configuration not stated)	3	5	17	-1.7	-1	8	9	-11	-3	-7	2
COc1ccccc1NC(=O)N1CCN(c2cc(-c3ccccc3)nc3ncnn23)CC1	-3	16	25	-0.2	3	-22	14	-10	-3	50	-3
COc1cc(NC(=O)c2cc(Cl)nnc2Cl)cc(OC)c1OC	8	1	-1	0.0	2	-30	0	-2	1	-15	-48
COc1ccc(CNC(=O)c2cc3c(C)nc4ccccc4c3o2)c(OC)c1	-2	/	11	-3.2	0	99*	/	27	-5	90*	-6
COc1ccc(NC(=O)Cc2coc3cc(C)c(C(C)C)cc23)cc1S(=O)(=O)N1CCOCC1	5	5	23	3.2	0	-14	26	-3	3	-12	-4
COC(=O)N/N=C/c1ccc(-c2cccc(Cl)c2)o1	-116	-10	-120	-0.6	3	-25	-25	4	19	-3	-25
Cc1c(C(=O)NC(C)CCc2ccccc2)cccc1[N+](=O)[O-] (configuration not stated)	12	36	10	2.5	1	2	17	-3	1	-1	-23
Cc1ccc2nc(-c3ccccc3)cc(C(=O)NCC(c3ccco3)N(C)C)c2c1 (configuration not stated)	-70	-7	-27	0.7	-4	-26	-13	-8	-3	-6	16
CC(=O)c1cccc(NC(=O)CO/N=C2/CCCc3nonc32)c1	-5	7	-15	-0.5	-3	-11	-10	9	-11	13	0
N#Cc1c(Cl)cccc1Oc1ccc(S(=O)(=O)Nc2ccccc2)cc1	17	-9	27	0.2	-8	30	5	6	18	-23	-3
O=C1CC(c2ccco2)CC(O)=C1C=NCCO (configuration not stated)	10	6	14	-2.1	-3	-28	3	-6	5	-15	-1
Cc1cc(C)c(-c2cc(C(=O)Nc3cc(C)ccc3C)[nH]n2)c(O)c1	8	4	0	-0.6	3	-30	-2	-12	-11	-4	18
Cc1ccc(-n2cc(CNCCCn3ccnc3C)c(-c3ccc(F)cc3)n2)cc1	-5	-54	112*	-0.7	3	-4	72*	24	-19	82	24
CC(C)N(Cc1nccn1C)C(=O)CC1C(=O)NCCN1Cc1ccc(F)cc1 (configuration not stated)	19	0	0	-0.5	-5	10	12	-4	6	0	4
Cc1cccc(C(=O)Nc2ccc3ccccc3c2)c1	-280	-56	-310	-0.9	1	-124	-62	19	0	-33	-15
CCN1C(=O)/C(=C\N2CCN(c3ccccc3)CC2)SC1=S	-10	1	-3	-0.9	4	6	-6	0	-2	8	-13
COc1ccc(CNC(=O)c2ccccc2NC(=O)C2=CSCCO2)c(OC)c1	6	4	14	0.3	2	14	5	-9	2	7	0
OCCCn1c(-c2ccccc2)nc(=S)c2c1CCCC2	13	4	-8	2.7	1	-3	-11	1	-1	3	-13
Cc1cc(C(=O)COC(=O)c2ccc[nH]c2=O)c(C)n1-c1ccccc1F	45*	17	-57	-0.6	2	-172	7	59*	0	14	7
Cc1cc(C)n2nc(C(=O)N/N=C/c3ccco3)nc2n1	6	-1	10	0.4	-2	-11	-4	-15	1	0	-7
COc1ccc2[nH]c3c(c2c1)CCN1C(=O)N([C@@H](C)C(=O)NCCc2ccc(OC)c(OC)c2)C(=O)[C@]31C	8	8	7	1.0	2	18	/	1	1	19	-25
O=C(CCCn1c(=O)[nH]c2ccsc2c1=O)NCc1cccs1	9	2	-4	-2.6	6	-18	10	0	-13	5	13
Cc1nc(N2CCN(C(=O)c3ccco3)CC2)c2c3c(sc2n1)CC(C)CC3 (configuration not stated)	-2	12	6	-0.5	-4	-10	6	3	-8	92*	-4
COc1cccc(NC(=O)n2ncc3c(C)cccc32)c1	-55	-21	-5	-0.5	-4	-134	-13	53*	-14	-13	2
Cc1ccc(NC(=S)N/N=C2/CCCCc3ccccc32)cc1	-143	-15	-80	1.1	0	-1	-2	2	-8	-21	4
CCc1cccc(Nc2cnn(C34C[C@@H]5C[C@@H](CC(CC(=O)O)(C5)C3)C4)c(=O)c2Cl)c1	3	-7	10	-1.4	9	1	5	-1	4	-11	-2
Cc1ccc(S(=O)(=O)N2CCN(C(=O)COC(=O)c3cc(C)oc3C)CC2)cc1	19	-9	6	0.9	-1	2	-4	-6	2	-4	-9
CC(=O)N(CC(=O)O)c1ccccc1	15	-4	6	-1.7	5	-5	-12	-14	0	-8	26
CCOC(=O)N1CCN(C(=O)c2ccc3c(c2)N(Cc2ccc(F)cc2)CCS3)CC1	20	-5	24	4.4	3	3	15	8	2	25	2
Cc1ccc(NC(=O)C2(C)CCN2C(=O)Cc2ccc(C(C)(C)C)cc2)cc1C (configuration not stated)	7	/	23	0.7	/	32	/	10	-22	17	5
COc1ccc(C2c3c(-c4ccccc4O)n[nH]c3C(=O)N2Cc2ccco2)cc1OC (configuration not stated)	25	-20	10	0.6	-2	-12	8	-8	4	-92	14
O=C(NC(=S)Nc1ccc(N2CCCCC2)cc1)c1ccc2c(c1)OCCO2	-42	19	-63	-0.5	1	-38	-6	27	-5	27	-1
Cc1ccccc1C(=O)NNC(=O)c1cc(N)cc([N+](=O)[O-])c1	14	-2	7	-3.3	-2	-25	3	-9	4	-12	0
COc1ccc2c(c1[N+](=O)[O-])CCC/C2=N/OC(=O)c1ccccc1SC	10	4	-1	-2.4	1	-32	-17	-13	9	7	1
CCC(=O)Nc1ccc(CCC(=O)N2CCCC2)cc1	9	-2	23	1.2	7	-3	17	0	-6	-2	2
COc1ccc(NS(=O)(=O)c2ccc3c(c2)[C@H]2C=CC[C@H]2[C@@H](c2ccc(C(=O)O)cc2)N3)cc1	6	-4	19	-0.5	10	-36	9	4	-3	-18	-2
Cc1cc(Nc2nnnn2-c2ccccc2)n(-c2ccc(Cl)cc2)n1	5	6	47	-0.1	0	9	22	7	-11	6	46
CC(C)n1nnnc1-c1ccc(Cl)cc1	18	-5	3	1.2	4	-5	3	-3	9	4	-4
CC(=O)Nc1ccc(NC(=O)C(C)OC(=O)CC2CCCCC2)cc1 (configuration not stated)	10	-9	-13	0.0	1	-8	-5	4	-3	-12	-11
O=C(Nc1cc(Cl)cc(Cl)c1)C1C2C=CC3(O2)C1C(=O)N(CCCN1CCOCC1)C3C(=O)NC1CCCCC1 (configuration not stated)	6	-4	7	5.8	-6	12	11	2	4	7	-6
Cc1cc(C)nc(NS(=O)(=O)c2ccc(NC(=O)c3ccccc3C)cc2)n1	26	-1	9	-0.7	2	-15	6	-7	-12	-5	-9
CCc1nnc(NC(=O)CS(=O)(=O)c2ccccc2)s1	7	-8	2	0.2	3	21	4	-7	-8	-11	1
CC(=O)c1ccccc1C(=O)N1CCCC(CCC(=O)N2CCN(c3ccccn3)CC2)C1 (configuration not stated)	3	6	21	-0.5	0	-30	2	-28	-2	-2	0

Retrieved one by one from the entries so far:
SMILES	HIF-2a block	LMP1 NFkB inh	Peg3 prom inh	iPSC survival up	NR2E3 ag-1	NR2E3 ag-2	TRPM1 prom inh	C8 TRAIL sens	KKLEB tox	Shn3 3UTR inh	CF NFkB inh
CCOC(=O)N1CCN(C(=O)c2ccc3c(c2)N(Cc2ccc(F)cc2)CCS3)CC1	20	-5	24	4.4	3	3	15	8	2	25	2
CCc1nnc(NC(=O)CS(=O)(=O)c2ccccc2)s1	7	-8	2	0.2	3	21	4	-7	-8	-11	1
